MEX-5 binding: C. elegans MEX-5 TCR-2 RNA binding activity; AID 1832; MEX-5/FITC-TCR2 RNA binding, fluorescence polarization; active compounds read low; Q9XUB2; hit rate 0.38% among 300,000; activity score (negative = inhibition of binding), % at 10 µM;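 active means inhibition past about -25% in most replicates, and total fluorescence under double the plate's negative control median, limit read from the data; inconclusive means replicates evenly split on the limit, or fluorescence at least double controls; inactive means too little inhibition in most replicates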;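 further: 0% = DMSO and -100% = 5 µM competing unlabeled TCR2 RNA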
Target sequence (Q9XUB2 whole entry, looked up): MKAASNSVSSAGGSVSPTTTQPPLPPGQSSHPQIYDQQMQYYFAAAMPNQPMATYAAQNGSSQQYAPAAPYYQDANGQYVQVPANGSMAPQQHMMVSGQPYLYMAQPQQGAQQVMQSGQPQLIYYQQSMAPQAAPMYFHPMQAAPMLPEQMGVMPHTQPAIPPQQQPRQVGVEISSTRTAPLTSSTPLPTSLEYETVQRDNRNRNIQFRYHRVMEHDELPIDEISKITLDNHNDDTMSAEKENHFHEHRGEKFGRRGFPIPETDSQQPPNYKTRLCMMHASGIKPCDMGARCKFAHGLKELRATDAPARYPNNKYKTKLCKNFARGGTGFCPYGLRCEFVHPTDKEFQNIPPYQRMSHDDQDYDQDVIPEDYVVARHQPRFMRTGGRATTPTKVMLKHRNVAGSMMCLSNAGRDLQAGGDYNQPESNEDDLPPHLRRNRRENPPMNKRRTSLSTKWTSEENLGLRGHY
Active calls of the source: *; ? = inconclusive. A portion of the library. The share of hits here may be higher or lower than overall.

SMILES	MEX-5 binding
CCCc1cc(=O)[nH]c(N2CCN(Cc3ccc4c(c3)OCO4)CC2)n1	-0.2
CCOC(=O)CSc1nc2sc3c(c2c(=O)n1-c1ccc(C)cc1)CCN(C)C3	3.3
COc1ccc(C(=O)NC2CC2)cc1OC1CCN(Cc2ccc(NC(C)=O)cc2)CC1	3.4
CCC/C(=N\NC(=O)c1ccco1)c1ccc(Cl)s1	2.0
Cn1c(=O)[nH]c(=O)c2c1nc(OC(=O)c1ccccc1)n2CC(O)COc1ccc(F)cc1 (stereo not given)	-0.5
Cc1ccc(C(=O)C2CCN(S(=O)(=O)c3ccccc3C(=O)O)CC2)cc1	1.6
O=C(CCc1ccccn1)N1CCCC(N2CCN(c3ccc(F)cc3)CC2)C1 (stereo not given)	2.4
CCOc1cccc(C2C(C(=O)c3ccc(C)o3)=C(O)C(=O)N2Cc2ccccc2)c1 (stereo not given)	-2.0
COc1ccc2[nH]c(C(=O)N3CCNCC3)cc2c1OC	-0.5
Cc1cc(/C=C2\SC(=S)N(Cc3ccco3)C2=O)c(C)n1-c1cccnc1	-62*
O=C(Nc1ccncc1)Nc1cccc(F)c1	2.9
COc1ccc(NC(=O)CC(C(=O)O)C(C)c2ccccc2)cc1 (stereo not given)	0.9
CCc1ccccc1N(C(=O)c1snc(C(N)=O)c1N)C(C(=O)NCC1CCCO1)c1ccc(OC)c(OC)c1 (stereo not given)	-1.7
O=C(Nc1nncs1)C12CC3CC(CC(Cl)(C3)C1)C2	2.5
Cc1c(C)c2c(OCC(=O)N[C@@H](CC(C)C)C(=O)O)cc3c(c2oc1=O)CCC(C)(C)O3	-0.5
CC(=C\c1ccccc1)/C=C1/SC(=S)N(C(C(=O)O)C(C)C)C1=O (stereo not given)	1.1
CCc1cc(CNC(=O)C2CCC(=O)N(CCc3cccc(F)c3)C2)on1 (stereo not given)	0.7
Cc1ccc(-c2ccc(=O)n(Cc3cc(C)ccc3C)n2)cc1	1.1
CCN1CCN(CCC(=O)Nc2ccccc2)CC1	-2.1
O=C(O)c1ccccc1NCc1ccsc1	0.4
CC(=O)NC1C(=O)N(CCN2CCOCC2)c2ccc(F)cc21 (stereo not given)	2.0
COc1cccc(CCNC(=O)C2CCC(=O)N(C3CC3)C2)c1OC (stereo not given)	1.1
CC(/C(O)=C(\C#N)c1nc2ccccc2n1C)N1C(=O)c2ccccc2C1=O (stereo not given)	0.2
COc1ccc(-c2nc(-c3ccc(O)cc3O)cs2)cc1OC	1.3
COc1ccc(S(=O)(=O)NC2CC(C)(C)NC(C)(C)C2)c(C)c1C	1.0
COc1cccc(/C=C2/C(=O)NN(c3ccc(F)cc3)C2=O)c1	-2.2
O=C(Nc1ccc(Cl)cc1)c1cccc(OC(=S)N2CCOCC2)c1	1.1
O=S(=O)([O-])CCC[n+]1ccc(Oc2ccccc2)cc1	1.2
NC(=O)CSc1nc2c(sc(=S)n2-c2ccccc2)c(=O)[nH]1	0.0
Cc1cc(C(=O)CSc2nnc(Nc3ccccc3F)s2)c(C)n1CC1CCCO1 (stereo not given)	4.4
O=C1NN(c2ccccc2)C(=O)/C1=C/c1ccc(-c2ccc(Cl)c(C(=O)O)c2)o1	-12
COc1cccc(N2CCN(C(=O)c3cc(-c4ccc(F)cc4)[nH]c3C)CC2)c1	0.3
NC(=O)Cn1cc(/C=N\NS(=O)(=O)c2ccccc2)c2ccccc21	-2.0
Cc1ccc(-n2ncc3c2CC(C)(C)CC3NC(=O)CCn2cncn2)cc1 (stereo not given)	-0.3
N/C(=N\OC(=O)Cc1ccc([N+](=O)[O-])cc1)c1ccccn1	1.3
Cc1ccc(C(=O)N2CC(=O)Nc3ccc(C)cc3C2c2ccccc2)cc1 (stereo not given)	2.0
CC1=C(C(=O)Nc2ccccc2)C(c2ccc(C)o2)n2c(s/c(=C\c3ccco3)c2=O)=N1 (stereo not given)	-4.8
CCOC(=O)C1=C(C)N=c2s/c(=C/c3ccc(OCC(=O)O)cc3)c(=O)n2C1c1ccc(SC)cc1 (stereo not given)	?
COC(=O)c1ccc(-n2nnnc2SCC(=O)Nc2ccccc2C(=O)OC)cc1	-2.1
Cc1ccc(-n2ncc3c(SCC(N)=O)ncnc32)cc1C	0.8
Cc1cc(F)ccc1NC(=S)NCCc1ccccc1	2.4
COc1ccc(NC(=S)N2CCN(C(=O)C3CCCO3)CC2)cc1 (stereo not given)	-1.5
Cc1cc(C)cc(NC(=O)C2CC3CCC2C3)c1 (stereo not given)	3.7
O=[N+]([O-])c1ccc(CSc2nnc(-c3cccnc3)o2)cc1	-0.5
O=S(=O)(N/N=C\c1ccccc1O)c1ccc(Cl)cc1	0.1

Three entries picked at random from the list so far:
SMILES	MEX-5 binding
CCOC(=O)C1=C(C)N=c2s/c(=C/c3ccc(OCC(=O)O)cc3)c(=O)n2C1c1ccc(SC)cc1 (stereo not given)	?
N/C(=N\OC(=O)Cc1ccc([N+](=O)[O-])cc1)c1ccccn1	1.3
Cc1ccc(C(=O)N2CC(=O)Nc3ccc(C)cc3C2c2ccccc2)cc1 (stereo not given)	2.0

(further entries)
SMILES	MEX-5 binding
O=C(O)c1ccc(CN2C(=O)c3cccc4c([N+](=O)[O-])ccc(c34)C2=O)cc1	-5.6
CC(=O)NCC(=O)N1CCC(n2nccc2NC(=O)CCCc2ccccc2)CC1	0.3
COC(C[C@H]1O[C@@H]1[C@@H](O)COCc1ccccc1)OC	0.6
Cn1cnc([N+](=O)[O-])c1Sc1nnc(-c2cccnc2)n1C	0.1
Cc1cc(OCc2nnc(SC(C)C(=O)O)n2Cc2ccccc2)ccc1Cl (stereo not given)	-1.9
C=CCn1cnc2c(oc3ccccc32)c1=O	2.5
C=CCn1c(C)c(C(=O)OCC)c2cc(O)c3ccccc3c21	0.0
CCn1nnnc1NCc1ccc(SC)cc1	0.6
NC(=O)CC(NC(=O)Cc1ccc(Br)cc1)c1ccc(NCCc2ccc(Cl)cc2)c([N+](=O)[O-])c1 (stereo not given)	3.3
CCc1csc(CCNC(=O)C2CCC(=O)N(CCc3cccc(F)c3)C2)n1 (stereo not given)	1.9
C=CCOc1ccccc1CN1CCC(Oc2cc(C(=O)NC3CC3)ccc2OC)CC1	-3.1
CC(C)C(=O)Nc1ccc(NC(=O)c2cccc3c(Br)cccc23)cc1	-1.9
C[C@@H]1NC(=O)N(c2ccc(F)cc2)C1=O	-1.7
CCOc1ccc2[nH]c(=O)c(CN(Cc3cccs3)C(CC)c3nnnn3C(C)(C)CC)cc2c1 (stereo not given)	2.4
Nc1ccc(C(=O)Nc2cccc(N)c2)cc1	0.1
COc1ccc(NC(=O)C2Cc3ccccc3O/C2=N\O)cc1 (stereo not given)	-1.7
COc1ccc(N2CCN(CNC(=O)c3ccccc3)CC2)cc1	-1.4
COc1ccc(O)c(CN2CCCC(N3CCc4ccccc4C3)C2)c1 (stereo not given)	-3.0
COc1ccc(NC(=O)c2ccc(COc3ccccc3)o2)c(OC)c1	3.5
C(=N\Nc1nc2ccccc2[nH]1)/c1ccc2c(c1)OCO2	-1.0
Cc1ccc(NS(=O)(=O)c2ccc3c(c2)oc(=O)n3C)cc1	2.6
COc1cc2cc(C(=O)NCCc3ccccc3)[nH]c2cc1OC	1.1
Fc1ccc(C2CC(c3cccs3)=NN2c2ccccc2)cc1 (stereo not given)	3.4
COc1ccccc1N(CC(=O)NC1CCCC1)C(=O)CCCC(=O)Nc1ccccn1	-0.3
CC(=O)NC(Cc1ccc(C)cc1)C(=O)NC1CCN(C(=O)NCc2ccccc2)CC1 (stereo not given)	0.5
COc1cccc(C(=O)CSc2nnc(CNS(C)(=O)=O)n2-c2ccc(C)cc2)c1	1.6
Cc1nn2c3ccccc3nc2n(C)c1=O	-2.1
COc1ccc(-c2nc(C(N)=O)c3[nH]c(=O)n(-c4cccc(Cl)c4)c3n2)cc1OC	-1.4
COC(=O)C1=C(C)NC2=C(C(=O)CCC2)C1c1ccsc1 (stereo not given)	-3.3
CC(=O)Cn1ncc(Br)c(Br)c1=O	0.3
CCN(c1cc(C)cc(C)c1)S(=O)(=O)c1nnc(NC(=O)C(C)C)s1	-0.3
CCN(CC)CCCNC(=O)c1oc2ccc3c(c2c1C)C(O)CC(C)(C)O3 (stereo not given)	-0.3
CCOC(=O)c1ccccc1NC(=O)c1cncc(Br)c1	1.5
Cn1c(-c2cccc(Br)c2)cnc1NCc1ccccc1O	0.1
COc1ccc(NC(=O)NNC(=O)C(C)Oc2ccc3ccccc3c2)cc1 (stereo not given)	0.4
CCc1ccccc1OCC(=O)NC1CCCC1	0.0
Cc1cc(C)n(-c2nc(NCCC(C)C)c3c4c(sc3n2)COC(C)(C)C4)n1	1.0
COc1ccc(CCC(=O)NNC(=O)Nc2ccc(C(C)C)cc2)cc1	-1.6
O=C(CCc1ccc(O)c(O)c1)N/N=C/c1cc2c(cc1[N+](=O)[O-])OCO2	?
CC(C)Oc1ccc(CNC(=O)Oc2ccccc2)cc1	-1.8
Cc1c(C(=O)N2CCCC2)oc2ccc(Br)cc12	-0.5
Cc1ccccc1N1CCN(C2CCCN(C(=O)c3cn4cccc(C)c4n3)C2)CC1 (stereo not given)	1.9
O=C1OC(Nc2nc(-c3ccc(F)cc3)cs2)c2ccccc21 (stereo not given)	0.3
Cc1ccc2c(c1)C(c1ccccc1)N(C(=O)c1ccc(Br)cc1)CC(=O)N2 (stereo not given)	1.3
CC1(C)N([O-])C2=C(CCCC2)[N+]1=O	-17
CCOc1ccccc1NC(=O)C1CCC(=O)N1S(=O)(=O)c1ccc(C)cc1 (stereo not given)	1.7
Cc1cc(N2CCOCC2)n2ncc(-c3ccccc3Cl)c2n1	1.5
Cc1oncc1C(=O)Nc1cccc2ccccc12	1.9
COc1ccc(-c2coc3c(C)c4oc(=O)c(CC(=O)O)c(C)c4cc23)cc1	-2.2
CCC(=O)NC(c1ccc(OC)c(OC)c1)c1cc(Cl)c2cccnc2c1O (stereo not given)	-1.9
CCCc1ccc2oc(C(=O)NCc3nnc(C)o3)c(C)c2c1	1.7
c1ccc(Cn2c(-c3cccs3)nc3nc4ccccc4nc32)cc1	-2.3
S=c1[nH]nc(C2CCCCC2)n1/N=C/c1cccc(Cl)c1Cl	-1.1
Cc1cc(NC(=O)c2cncc(Br)c2)n(-c2ccccn2)n1	0.6
O=C(O)CCCN1C(=O)/C(=C\c2ccco2)SC1=S	-12
COCCn1c(SCc2nnc(-c3ccccc3)o2)nc2sc3c(c2c1=O)CCC3	-2.4
O=C(NC1CCCCC1)C1CCC(CNS(=O)(=O)c2ccccc2)CC1 (stereo not given)	-1.7
COc1cccc(-c2cn(-c3cccc(C(F)(F)F)c3)c(=S)[nH]2)c1	2.0
COc1cccc(C(=O)Nc2nnc(-c3ccccc3)s2)c1	-0.2
COc1ccc(S(=O)(=O)N2CCN(Cc3ccccc3)CC2)cc1OC	-0.6
The list continues.
SMILES	MEX-5 binding
CCc1nc(CNC(=O)C2CCC(=O)N(Cc3ccccc3F)C2)no1 (stereo not given)	1.9
CC(CCN1CCN(c2ccccc2)CC1)c1ccccc1 (stereo not given)	1.4
Cc1ccc(NC(=O)CSc2nnc3ccc(-c4ccncc4)nn23)cc1	-0.8
CCOc1ccc2[nH]c3c(NCCO)ncnc3c2c1	-4.0
O=C(Nc1ccc(N2CCN(C(=O)c3ccc(Cl)cc3)CC2)cc1)c1ccc([N+](=O)[O-])o1	1.5
CCCc1cc(N2CCOCC2)n2ncc(-c3ccccc3)c2n1	1.4
CC[C@@H]1CC=C[C@H]2[C@H]1C(=O)N(Cc1ccccc1)[C@H]2c1cc(C)ccc1F	4.1
COC(=O)[C@@H]1Cc2c([nH]c3ccccc23)C2CCC(=O)N21 (stereo not given in full)	-1.0
Nc1cc(Oc2cccnc2)cc([N+](=O)[O-])c1	-0.4
O=C(/C=C/c1ccc(O)c(O)c1)O[C@H](Cc1ccc(O)c(O)c1)C(=O)O	-98*
COc1ccc(-c2nc(-c3ccncc3)no2)cc1	3.1
O=C1CCC(C(=O)N2CCCCO2)CN1Cc1cccc(C(F)(F)F)c1 (stereo not given)	0.5
COc1ccc(OCC(=O)NNC(=S)NC(=O)C2CC2)cc1	-1.3
C#CCOCCOCCOCCNc1nc(N2CCN(C(=O)[C@H](CCCCN)n3cc(C(N)CO)nn3)CC2)nc(N2CCN(C(=O)[C@H](CCC(=O)O)n3cc(C(N)Cc4ccc(O)cc4)nn3)CC2)n1 (stereo not given in full)	0.1
Cc1cc([N+](=O)[O-])ccc1NC(=O)c1csc(C)c1C	-2.2
CCc1ccc(NC(=O)N2CCN(c3ccc(F)cc3)CC2)cc1	1.5
CCCCn1c(N)c(N(Cc2ccccc2OC)C(=O)CCSC)c(=O)[nH]c1=O	2.7
Cc1ccc(NC2=C(Cl)C(=O)OC2OC(=O)c2ccccc2C)cc1 (stereo not given)	0.2

Gathered by group: those above containing a furan ring, fused or not (13)
SMILES	MEX-5 binding
CCC/C(=N\NC(=O)c1ccco1)c1ccc(Cl)s1	2.0
CCOc1cccc(C2C(C(=O)c3ccc(C)o3)=C(O)C(=O)N2Cc2ccccc2)c1 (stereo not given)	-2.0
Cc1cc(/C=C2\SC(=S)N(Cc3ccco3)C2=O)c(C)n1-c1cccnc1	-62*
O=C1NN(c2ccccc2)C(=O)/C1=C/c1ccc(-c2ccc(Cl)c(C(=O)O)c2)o1	-12
CC1=C(C(=O)Nc2ccccc2)C(c2ccc(C)o2)n2c(s/c(=C\c3ccco3)c2=O)=N1 (stereo not given)	-4.8
C=CCn1cnc2c(oc3ccccc32)c1=O	2.5
COc1ccc(NC(=O)c2ccc(COc3ccccc3)o2)c(OC)c1	3.5
CCN(CC)CCCNC(=O)c1oc2ccc3c(c2c1C)C(O)CC(C)(C)O3 (stereo not given)	-0.3
Cc1c(C(=O)N2CCCC2)oc2ccc(Br)cc12	-0.5
COc1ccc(-c2coc3c(C)c4oc(=O)c(CC(=O)O)c(C)c4cc23)cc1	-2.2
CCCc1ccc2oc(C(=O)NCc3nnc(C)o3)c(C)c2c1	1.7
O=C(O)CCCN1C(=O)/C(=C\c2ccco2)SC1=S	-12
O=C(Nc1ccc(N2CCN(C(=O)c3ccc(Cl)cc3)CC2)cc1)c1ccc([N+](=O)[O-])o1	1.5
